Assay outcomes (PubChem BioAssay)
KB-3-1 cytotox = kills parental KB-3-1 adenocarcinoma cells. AID 1347075. 400,000 tested, 1.4% active. Potency, µM (titrated, usually from 46.1 µM), inactives show top-dose activity change, negative = cytotoxic, usual class: cytotoxic. KB-3-1 viability, CellTiter-Glo ATP luminescence, 72 h; further: potency means the concentration at half of the fitted maximal effect; on the % scale 0 is the no-effect control and ±100 the full control effect; nearly all actives have a fitted effect of over 60% in size
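Parental KB-3-1 adenocarcinoma cells in phenol-red-free DMEM with 10% FBS were pin-treated with compounds at several concentrations, incubated 72 h at 37 °C, and viability read by CellTiter-Glo luminescence; concentration-effect curves were fitted after normalization.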
IL-1B inflam inh = inflammasome signaling inhibition, IL-1 beta readout; activity change, % at 57.5 µM; 360,000 tested, 4.7% active; AID 743279; THP-1 LPS/ATP IL-1B secretion, AlphaLISA, 16 h; active compounds read low; in the data active means activity change below about -50%; inconclusive means mostly about -30% to -49%; further: on the % scale 0 is the no-effect control and ±100 the full control effect
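THP-1 cells pretreated 1 hr with compounds (up to 57.5 uM final), then stimulated with LPS (250 ng/mL final) plus ATP (1.25 mM final); secreted IL-1B measured by AlphaLISA after 16 hr, decreased signal indicating inhibition.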
SW480 rerep = DNA re-replication induction in SW480 cells; 340,000 tested, 1.8% active; AID 624297; Potency, µM (highest dose often 46.1 µM), inactives show top-dose re-replication activation, usual class: activators; SW480 DNA re-replication, Hoechst DNA content imaging, 48 h; further: potency means the concentration at half of the fitted maximal effect; % of control where 0% means no effect; nearly all actives have a fitted effect of over 55% in size
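Image-based DNA-content assay: after two days of treatment, nuclei were labelled with the DNA dye Hoechst and imaged, and hits were compounds raising the count of nuclei showing high fluorescence intensity.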
S2 tox = reduces viability in counter-screen for ATXN expression inhibitors. S2 cells (HEK-293 line with an ATXN2-luciferase reporter) viability, CellTiter-Fluor protease fluorescence, 24 h. Potency, µM (doses to about 56.7 µM), hits mostly cytotoxic. 400,000 tested, 0.49% active; further: potency means the concentration at half of the fitted maximal effect; nearly all actives have a fitted effect of over 40% in size
ATXN2 expr inh = ATXN2 expression inhibition; Potency, µM (doses to about 57 µM), inactives show top-dose activity change, negative = inhibition, hits mostly inhibitors; HEK-293 ATXN2-luciferase reporter, luminescence, 24 h; 360,000 tested, 0.72% active; further: potency means the concentration at half of the fitted maximal effect; on the % scale 0 is the no-effect control and ±100 the full control effect; nearly all actives have a fitted effect of over 55% in size
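ATXN2-luciferase reporter cells (luciferase flanked by upstream and downstream ATXN2 gene portions) were treated 24 h at 37 °C with compounds at up to 57 uM. SteadyGlo luminescence gave expression; GF-AFC fluorescence gave viability.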
MCF10A rereplic = induces DNA re-replication in MCF 10a normal breast cells; MCF 10A DNA re-replication, Hoechst nuclear intensity, 48 h; Potency, µM (series often up to 46.1 µM), inactives show top-dose activity, positive = re-replication, hits mostly activators; 350,000 tested, 2.9% active; further: potency means the concentration at half of the fitted maximal effect; % of control where 0% means no effect; nearly all actives have a fitted effect of over 50% in size
KB-V1 cytotox = KB-V1 MDR subline cytotoxicity | AID 1347076 | 400,000 tested, 3.4% active | KB-V1 MDR cells viability, CellTiter-Glo, 72 h | Potency, µM (series often up to 46.1 µM), without a hit: at the top dose activity change, negative = cytotoxicity, usual class: cytotoxic; further: potency means the concentration at half of the fitted maximal effect; on the % scale 0 is the no-effect control and ±100 the full control effect; nearly all actives have a fitted effect of over 60% in size
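Compound-treated KB-V1 multidrug-resistant cells, 72 h, 37 degrees C; viability by CellTiter-Glo. Fitted qHTS curves give the values.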
HT1080 IDH1KD tx = kills HT-1080 cells with IDH1 knockdown. HT-1080 IDH1 knockdown viability, ATP luminescence, 48 h. Potency, µM (highest dose often 46.1 µM), for the others: top-dose activity, negative = toxicity, actives largely listed as cytotoxic. 360,000 tested, 2% active;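 further: potency means the concentration at half of the fitted maximal effect; 0% = DMSO wells and -100% = cell-free medium wells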
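Cytotoxicity counter-line: IDH1KD HT-1080, 48 h, CellTiter-Glo. Curves classed by r2, magnitude and activity.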
HT1080NT lethal = kills 2HG-producing HT-1080-NT fibrosarcoma cells | HT-1080-NT fibrosarcoma viability, CellTiter-Glo ATP luminescence, 48 h | Potency, µM (titrated, usually from 46.1 µM), for the others: at the top dose activity, negative = less viability, actives largely listed as cytotoxic | 360,000 tested, 1.6% active;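 further: NT is the 2HG producing partner of a matched IDH1 knockdown line; potency means the concentration at half of the fitted maximal effect; 0% = DMSO-treated cells and -100% = media-only wells without cells; nearly all actives have a fitted effect of over 55% in size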
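A 48-hour cytotoxicity screen used HT-1080-NT cells plated 2 hours before compound delivery. ATP-based CellTiter-Glo luminescence measured viability, normalized to DMSO and no-cell controls.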
* marks the source's active call; other numbers are inactive results; i = inactive; ? = inconclusive; . = no result given; & = joins results of further samples; [ ] = another dose, or the depositor's remark. Unless noted, the call rests on the fitted dose curve; in most records, active means well fitted curve in the direction sought with a large enough effect; inconclusive means small, poorly fitted or top-dose-only effect, or another doubt; inactive means no such curve, though single readings can be large; an effect the other way counts as inactive or inconclusive.

Under each structure: KB-3-1 cytotox	IL-1B inflam inh	SW480 rerep	S2 tox	ATXN2 expr inh	MCF10A rereplic	KB-V1 cytotox	HT1080 IDH1KD tx	HT1080NT lethal
1. O=C(COC(=O)/C=C/c1ccc(OC(F)F)cc1)Nc1ccc(N2CCOCC2)cc1
→ 6.0%	-0.6	-2.2%	i	3.3%	5.7%	-0.6%	2.6%	1.5%
2. O=C(Cn1c(=O)n(-c2ccc(Cl)cc2)c(=O)c2c3c(sc21)CCC3)c1ccc(F)cc1
→ -4.5%	.	.	i	-4.5%	.	-8.3%	.	.
3. COc1ccc(-n2c(Cn3c(=O)sc4ccccc43)nnc2SC)cc1
→ 0.2%	-7.3	-2.1%	i	4.8%	1.6%	-5.8%	8.4%	-0.2%
4. CC(C)(C)c1ccc(/C=C/C(=O)Nc2ccncc2)cc1
→ -27.1%	?	?	i	3.9%	?	?	?	?
5. O=C(Cc1c(F)cccc1Cl)NNC(=O)c1ccco1
→ ?	-6.3	2.3%	i	-4.4%	0.0%	18.3%	-9.7%	-0.7%
6. CC(C)(C)NCCC(O)c1cc(C(F)(F)F)nc2c(C(F)(F)F)cccc12 (stereo not drawn)
→ ?	-87.6*	?	i	-37.8%	18.2%	20.6µM*	?	-26.7%
7. O=C(NC(=S)Nc1ccc(Cc2ccncc2)cc1)c1ccccc1F
→ -24.0%	-74.1*	-1.7%	i	-21.6%	?	?	-18.4%	-22.5%
8. COC(=O)c1c(C(C)=O)cnc2ccc(Br)cc12
→ 3.7%	0.6	0.1%	i	6.0%	22.4%	0.0%	10.5%	9.4%
9. O=C(C(=O)N1CCN(C(=O)c2ccco2)CC1)c1ccccc1
→ 3.0%	31.2	.	.	.	.	-2.2%	19.8%	17.4%
10. COc1ccc(S(=O)(=O)Cc2ccc(C(=O)N3CCC(C(N)=O)CC3)o2)cc1
→ -2.3%	6.0	-0.6%	i	-18.3%	2.0%	-14.3%	0.3%	10.8%
11. O=c1ccc(/C=C/c2ccccc2)nn1Cc1ccc(Cl)cc1Cl
→ -6.3%	?	-1.2%	i	-19.6%	-0.8%	-13.7%	17.6%	17.5%
12. O=C(NCC1CCCO1)c1onc(CSc2cccc(Cl)c2)c1C(=O)O (stereo not drawn)
→ 11.8%	1.7	-4.5%	i	1.3%	0.4%	16.7%	-0.4%	0.1%
13. CC(=O)Nc1cccc2c1C(=O)NC2=O
→ 1.6%	25.2	-12.5%	i	4.7%	-3.0%	19.2%	17.2%	13.1%
14. C/C(CC(=O)NCCc1ccccc1)=N\NC(=O)COc1ccc(Br)cc1
→ 16.0%	-24.2	-9.0%	i	1.0%	3.2%	10.7%	5.8%	-3.4%
15. Cc1ccc(C2=NCCn3c2c2ccccc2[n+]3[O-])cc1
→ -1.2%	36.4	-3.0%	i	12.7%	13.7%	6.7%	7.4%	2.4%
16. CCOc1ccccc1-n1c(SCC(=O)Nc2ccc(CC)cc2)nc2n[nH]c(C)c2c1=N
→ 18.4µM*	-7.1	-2.0%	20µM*	?	8.2µM*	?	?	-9.3%
17. CCOCCc1nnc(NC(=O)CCC2CCCCC2)s1
→ 11.4%	70.1	29.9%	i	5.5%	4.2%	-6.8%	6.3%	2.4%
18. CCCC(=O)N(Cc1cc2cc(OC)ccc2[nH]c1=O)c1ccccc1OC
→ 4.1%	-13.9	.	.	.	.	12.5%	4.0%	-0.6%
19. CSc1ccc(Cl)c(C(=O)Nc2cc(S(=O)(=O)N3CCOCC3)ccc2N2CCOCC2)c1
→ -1.0%	-24.0	14.8%	i	-26.5%	-2.5%	-7.9%	-7.2%	-4.0%
20. O=C1c2ccccc2-c2nc3ccccc3cc21
→ -4.3%	-5.7	-1.0%	i	63.6%[activator]	-9.4%	-0.5%	-12.5%	-10.5%
21. COC(=O)Cn1cc(C(=O)c2ccco2)c2ccccc21
→ 5.7%	6.3	-19.3%	i	-0.6%	-2.7%	11.5%	-9.3%	-1.2%
22. Cc1ccsc1C(=O)OCC(=O)c1ccc(OC(F)F)cc1
→ -0.5%	-1.7	-0.6%	?	.	17.4%	-2.7%	-3.8%	0.4%
23. CN(C)S(=O)(=O)N1CCN(C(=O)c2ccccc2Cl)CC1
→ 3.7%	-3.2	0.8%	i	2.2%	3.6%	5.3%	3.5%	18.0%
24. CCCS(=O)(=O)c1c(S(=O)(=O)CCC)c2c3ccccc3ccn2c1C(=O)OC
→ -0.4%	?	-13.1%	i	8.9%	4.6%	?	-5.8%	-3.9%
25. CCOC(=O)c1ccccc1NC(=O)CSc1nnnn1C
→ -1.1%	-12.4	-4.3%	i	6.0%	7.0%	?	1.9%[9.24 µM]	3.3%
26. COCCn1nnnc1C(c1ccccn1)N1CCN(c2cccc(C)c2C)CC1 (stereo not drawn)
→ 18.3%	16.7	-2.5%	i	-4.6%	-2.2%	20.2%	-8.4%	-5.3%
27. CN(C)c1cccc(C(=O)OCC(=O)N(C)c2ccccc2)c1
→ 27.6%	-2.0	1.9%	?	-9.7%	13.7%	?	10.0%	-1.2%
28. NS(=O)(=O)c1ccc(NC(=O)COC(=O)/C(=C/c2cccs2)c2cccs2)cc1
→ -9.4%	19.2	?	i	-12.3%	0.7%	-6.1%	?	?
29. Fc1ccc(CNc2ccn3nc(-c4ccccc4)cc3n2)cc1
→ 0.0%	11.7	.	?	44.4%[activator]	.	4.8%	?	?
30. COc1ccc(NC(=O)CCCn2c(=O)c3sccc3n(Cc3ccccc3)c2=O)cc1
→ -5.3%	1.2	7.5%	i	-31.2%	-2.6%	-8.2%	-5.9%	-2.8%
31. COc1cc(-c2noc(C)c2/C=C/c2ccc(C(=O)O)cc2)cc(OC)c1OC
→ ?	6.0	?	i	-3.0%	?	-7.0%	18.4µM*	?
32. COc1ccc(C2Nc3ccccc3NC3=C2C(=O)CC(C)(C)C3)cc1 (stereo not drawn)
→ -5.7%	-7.9	0.7%	i	45.4%[activator]	-3.5%	3.3%	-14.5%	-7.4%
33. ONC(=Nc1ccc(Cl)cc1)c1ccccc1Cl
→ -7.6%	-4.8	13.4%	i	-1.8%	?	9.0%	1.0%	3.4%
34. Cn1cc(CNCCCn2ncc3ccccc32)c(-c2ccccc2F)n1
→ 0.8%	-26.8	-14.7%	i	.	1.1%	?	-2.0%	3.9%
35. CCc1ccc(NC(=O)CCCOc2cc(=O)n(C)c3ccccc23)cc1
→ -0.2%	7.2	.	i	0.2%	.	-11.1%	-5.6%	0.0%
36. Cc1ccc(C)c(NC(=O)CCc2nnc3ccc(NCc4ccco4)nn23)c1
→ 3.5%	3.8	-1.1%	i	.	-2.0%	1.3%	0.0%	0.4%
37. CCN(C(=O)CN1CCN(S(=O)(=O)c2ccccc2C(F)(F)F)CC1)c1c(N)n(Cc2ccccc2)c(=O)[nH]c1=O
→ 14.0%	5.4	-2.6%&-6.3%	i	10.5%	-1.0%&4.7%	1.9%	4.9%	14.2%
38. Cc1ccc(N(CC(=O)NCc2ccccc2)C(=O)c2csnn2)c(C)c1
→ 4.2%	3.3	3.3%	i	3.4%	-10.8%	-8.1%	2.5%	-3.4%
39. COc1ccccc1C(=O)N1CCN(CCc2ccccc2)CC1
→ 1.6%	-16.9	-2.6%	i	-12.2%	-24.8%	-1.1%	4.7%	19.2%
40. NC(=O)CCC(C(=O)O)N1C(=O)C2C3CCC(C3)C2C1=O (stereo not drawn)
→ 12.4%	7.7	.	i	.	.	19.7%	5.5%	2.6%
41. O=C(CNc1cccc(S(=O)(=O)N2CCCC2)c1)Nc1ccc(F)c(F)c1
→ -14.8%	-1.5	19.1%	i	-16.5%	3.6%	?	-3.1%	2.6%
42. CCc1nnc(NC(=O)C2CCCCC2)s1
→ 5.5%	10.2	-12.8%	i	23.7%	4.0%	-9.9%	0.7%	11.6%
43. COC(=O)c1c(NC(=O)COc2ccc(Cl)cc2)sc(C)c1C
→ 4.9%	.	.	i	6.6%	.	?	.	.
44. CNC(=O)C[C@H]1C(=O)N(c2ccc(OC)cc2)C[C@@H]1C
→ 7.3%	-0.3	.	i	9.4%	.	2.5%	-0.4%	4.2%
45. COc1ccc(CCCNC(=O)C2Cc3c(-c4ccccc4)ccnc3O2)cc1 (stereo not drawn)
→ ?	-22.0	.	17.8µM*	?	.	?	?	8.2µM*
46. CN1CCN(NC(=O)Nc2cccc(F)c2)CC1
→ -5.8%	-7.9	-26.8%	i	19.0%	1.5%	-3.1%	11.1%	21.1%
47. COc1ccc(OC)c(NC(=O)CCCCCn2nnc3ccccc3c2=O)c1
→ -13.3%	10.0	-13.6%	i	.	-2.2%	-34.8%	0.0%	-0.9%
48. O=C(NCCc1nc2ccccc2[nH]1)/C(=C/c1ccc(F)cc1)NC(=O)c1ccco1
→ -7.0%	-5.0	-9.9%	i	.	12.0%	22.9%	2.0%	-0.9%

Part of the list above in a different format:
(32) COc1ccc(C2Nc3ccccc3NC3=C2C(=O)CC(C)(C)C3)cc1 (stereo not drawn)
(33) ONC(=Nc1ccc(Cl)cc1)c1ccccc1Cl
(34) Cn1cc(CNCCCn2ncc3ccccc32)c(-c2ccccc2F)n1

| compound no. | 32 | 33 | 34 |
| --- | --- | --- | --- |
| KB-3-1 cytotox | -5.7% | -7.6% | 0.8% |
| IL-1B inflam inh | -7.9 | -4.8 | -26.8 |
| SW480 rerep | 0.7% | 13.4% | -14.7% |
| S2 tox | i | i | i |
| ATXN2 expr inh | 45.4%[activator] | -1.8% | . |
| MCF10A rereplic | -3.5% | ? | 1.1% |
| KB-V1 cytotox | 3.3% | 9.0% | ? |
| HT1080 IDH1KD tx | -14.5% | 1.0% | -2.0% |
| HT1080NT lethal | -7.4% | 3.4% | 3.9% |
